From PubChem BioAssay
CHRM5 PAM = CHRM5 positive allosteric modulation. AID 624038. activation, % at 3 µM. P08912. 360,000 compounds, 0.3% hits. CHO-K1 hM5, Fluo-8 calcium, ACh EC20 PAM; 0% = ACh EC20, 100% = ACh EC100;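 active = activation above the run cutoff, the mean activation of all test compounds plus 3 SD, cut at about 18% in these data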
Target sequence (P08912 whole entry, looked up): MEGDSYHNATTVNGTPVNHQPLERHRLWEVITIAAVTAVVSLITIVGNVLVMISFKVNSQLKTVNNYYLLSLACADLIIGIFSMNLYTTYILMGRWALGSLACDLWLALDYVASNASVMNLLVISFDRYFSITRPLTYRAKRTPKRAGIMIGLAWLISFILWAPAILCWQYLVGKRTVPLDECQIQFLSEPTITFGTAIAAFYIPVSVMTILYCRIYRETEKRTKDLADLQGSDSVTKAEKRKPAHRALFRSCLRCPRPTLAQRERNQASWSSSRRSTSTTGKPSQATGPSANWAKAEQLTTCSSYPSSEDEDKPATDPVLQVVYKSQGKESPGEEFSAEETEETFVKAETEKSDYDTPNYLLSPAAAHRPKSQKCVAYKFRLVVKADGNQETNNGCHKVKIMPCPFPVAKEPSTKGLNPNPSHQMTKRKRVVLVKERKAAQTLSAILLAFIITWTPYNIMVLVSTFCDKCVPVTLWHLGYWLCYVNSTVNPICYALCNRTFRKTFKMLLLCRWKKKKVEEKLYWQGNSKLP
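System: CHO-K1 cell line with stable human muscarinic M5 receptor expression | Also added: EC20 acetylcholine as agonist stimulus | Compound: One concentration, 3 µM final (nominal) | Timing: Fluo-8 loading 80 min at 37 °C plus 30 min room temperature | Measured by: Fluo-8 calcium dye fluorescence, kinetic read | Read-out basis: % activation, ACh-normalized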
CRFR2-BP ag = CRF-BP/CRF-R2 complex agonism; activation, % at 13.2 µM; 350,000 compounds, 0.46% hits; HEK293 CRF-R2/CRF-BP, calcium dye fluorescence (FLIPR); percent of saturating CRF peptide response;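 active = activation of at least 50%, plus an integration ratio under a set limit after plate pattern correction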;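 note: plate controls were neutral control wells without compound for no effect and CRF at EC100 for full effect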
TAAR1 agonist = agonists of human TAAR1; Q96RJ0; CHO RD-HGA16 TAAR1, Fluo-8 calcium fluorescence; vehicle wells 0%, saturating PEA agonist 100%; activation, % at 3 µM; 360,000 compounds, 0.99% hits; AID 624467;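 active = activation above the mean activation of all test compounds in the run plus 3 SD, cut at about 38% in these data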
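System: CHO-derived RD-HGA16 cells with stable Gα16 and human TAAR1. Times: 17-24 h plating, Fluo-8 75 min 37 °C, 30 min RT. Measured by: calcium-sensitive Fluo-8 signal, excitation 470-495, emission 515-575 nm. Read-out basis: % activation relative to PEA EC100 response. Control set: DMSO and PEA EC100. Repeats: no replicates (n 1).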
M4 PAM = CHRM4 positive allosteric modulation; P08173; CHO-K1 hM4/Gqi5, Fluo-8 calcium fluorescence, ACh EC20; 0% = ACh EC20, 100% = maximal ACh; activation, % at 3 µM; 360,000 compounds, 0.4% hits;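 active = activation above its plate's cutoff, the mean activation of sample wells plus 3 SD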; note: some results filed as inactive read as strong as hits
Target sequence (P08173 whole entry, looked up): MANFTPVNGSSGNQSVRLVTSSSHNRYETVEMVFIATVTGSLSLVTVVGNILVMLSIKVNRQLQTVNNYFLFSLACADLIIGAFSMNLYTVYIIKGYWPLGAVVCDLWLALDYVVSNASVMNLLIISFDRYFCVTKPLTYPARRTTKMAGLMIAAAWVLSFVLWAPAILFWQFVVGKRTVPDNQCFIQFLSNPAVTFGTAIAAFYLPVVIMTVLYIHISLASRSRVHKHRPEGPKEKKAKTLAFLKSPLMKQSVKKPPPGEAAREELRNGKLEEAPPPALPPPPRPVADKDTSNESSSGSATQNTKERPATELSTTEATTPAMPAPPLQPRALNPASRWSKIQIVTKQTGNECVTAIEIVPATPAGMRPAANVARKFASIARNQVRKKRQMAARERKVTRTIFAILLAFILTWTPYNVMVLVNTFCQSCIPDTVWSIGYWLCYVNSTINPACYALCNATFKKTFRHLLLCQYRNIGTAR
M5 ag = CHRM5 agonism in calcium assay. activation, % at 3 µM. 360,000 compounds, 0.19% hits. CHO-K1 hM5 cells, Fluo-8 calcium fluorescence; 0% DMSO wells, 100% maximal acetylcholine response;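 active = activation above the run's mean over test compounds plus 3 SD, cut at about 23% in these data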;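 note: signal is peak over basal fluorescence ratio across the kinetic read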
CRFBP-R2 block = CRF-BP/CRF-R2 complex antagonism; HEK293 CRF-R2/CRF-BP, CRF-induced calcium fluorescence; inhibition, % at 11.8 µM; 350,000 compounds, 0.59% hits;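 active = inhibition of the ligand-induced calcium signal above about 50% at the single tested concentration, limit read from the data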
TAAR1 antagonist = human TAAR1 antagonism | Q96RJ0 | CHO RD-HGA16 TAAR1, Fluo-8 calcium fluorescence, antagonist | inhibition, % at 3 µM | 360,000 compounds, 1.5% hits;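 active = inhibition above a per-plate cutoff, the mean inhibition of test compounds on that plate plus 3 SD, cut at about 49% in these data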;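 note: 0% = DMSO plus EC80 beta-PEA response and 100% = DMSO alone without agonist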
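Test system: hTAAR1-expressing CHO RD-HGA16 cells, Gα16-coupled; Probe or stimulus: EC80 β-phenethylamine stimulus; Compound dosing: single nominal final test compound concentration of 3 µM; Timing: 140 s kinetic read after compound, 140 s after agonist; Signal: Fluo-8 calcium-sensitive fluorescence; Measure: % inhibition of agonist calcium response; Controls: DMSO and EC80 PEA controls.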
CHO-K1 Ca PAM = nonselective activator or artifact in parental CHO-K1 calcium assay. ATP EC20, Fluo-8 calcium fluorescence; 0% at ATP EC20, 100% at ATP max. activation, % at 3 µM. 360,000 compounds, 0.02% hits. AID 602247;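 active = activation above the run cutoff, the mean activation of all test compounds plus 3 SD, cut at about 40% in these data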;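 note: peak over basal fluorescence ratio in a 140 s read after ATP addition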
CHRM5 antagonist = antagonists of human muscarinic M5 receptor (CHRM5); P08912; 360,000 compounds, 0.59% hits; CHO-hM5 cells, Fluo-8 calcium fluorescence, ACh EC80; inhibition, % at 3 µM;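 active = inhibition above a per-plate cutoff, the mean of that plate's test compounds plus 3 SD, cut at about 27% in these data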;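 note: 0% = acetylcholine EC80 with DMSO and 100% = DMSO without agonist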
* = called active by the depositor.

How did CCNC(=O)CC1C(=O)N(c2cccc(OC)c2)C(=O)N1CCOC (stereo not drawn) do in these assays?
CHRM5 PAM: 4; CRFR2-BP ag: 1.6; TAAR1 agonist: 1; M4 PAM: 6; M5 ag: 0; CRFBP-R2 block: -6; TAAR1 antagonist: 10; CHO-K1 Ca PAM: 4; CHRM5 antagonist: -14

What do the screens show for `COc1cccc(-c2cc(C(=O)N3CCN(S(=O)(=O)c4ccc(Br)cc4)CC3)[nH]n2)c1`?
CHRM5 PAM: -3; CRFR2-BP ag: 3.5; TAAR1 agonist: 7; M4 PAM: 0; M5 ag: -4; CRFBP-R2 block: 6; TAAR1 antagonist: 44; CHO-K1 Ca PAM: 11; CHRM5 antagonist: 18

What do the screens show for `CSC1=N/C(=C\c2cccc(Cl)c2)C(=O)N1N(C)C`?
CHRM5 PAM: -1; CRFR2-BP ag: -1.6; TAAR1 agonist: 6; M4 PAM: 23; M5 ag: 10; CRFBP-R2 block: -2; TAAR1 antagonist: -3; CHO-K1 Ca PAM: 12; CHRM5 antagonist: 10

Results for CCS(=O)(=O)N1CCN(C2Cc3ccccc3C2)CC1 ?
CHRM5 PAM: 2; CRFR2-BP ag: 0.4; TAAR1 agonist: 10; M4 PAM: 2; M5 ag: 3; CRFBP-R2 block: -62; TAAR1 antagonist: 5; CHO-K1 Ca PAM: 4; CHRM5 antagonist: 3

What do the screens show for `O=C(Nc1ccc2c(c1)OC1(CCCC1)O2)C1CC1`?
CHRM5 PAM: 1; CRFR2-BP ag: -0.6; TAAR1 agonist: 3; M4 PAM: 15; M5 ag: -3; CRFBP-R2 block: 1; TAAR1 antagonist: 8; CHO-K1 Ca PAM: 23; CHRM5 antagonist: -4

How did COCCCNC(=O)CSc1nc2ccccc2c(=O)n1CCC(=O)NCCc1ccc(OC)c(OC)c1 do in these assays?
CHRM5 PAM: 2; CRFR2-BP ag: 0.2; TAAR1 agonist: 0; M4 PAM: -9; M5 ag: 3; CRFBP-R2 block: 4; TAAR1 antagonist: 0; CHO-K1 Ca PAM: 23; CHRM5 antagonist: 8

Results for COCc1[nH][nH]c(=O)c1C=Nc1ccc(F)cc1F ?
CHRM5 PAM: 6; CRFR2-BP ag: 0.8; TAAR1 agonist: 6; M4 PAM: 6; M5 ag: -1; CRFBP-R2 block: -4; TAAR1 antagonist: -10; CHO-K1 Ca PAM: 14; CHRM5 antagonist: 4

How did CC(=O)CC1OC(=O)C(Br)=C1NCc1ccccc1 (stereo not drawn) do in these assays?
CHRM5 PAM: 4; CRFR2-BP ag: 6.4; TAAR1 agonist: 1; M4 PAM: 6; M5 ag: 2; CRFBP-R2 block: -4; TAAR1 antagonist: -3; CHO-K1 Ca PAM: 11; CHRM5 antagonist: -11

What do the screens show for `CCOc1cc(NCc2ccccc2)c2ncn(C(C)C)c2c1`?
CHRM5 PAM: 2; CRFR2-BP ag: -2.3; TAAR1 agonist: 44*; M4 PAM: -2; M5 ag: 6; CRFBP-R2 block: -33; TAAR1 antagonist: -6; CHO-K1 Ca PAM: 33; CHRM5 antagonist: 10

Results for Cn1nnnc1SCC(=O)Nc1cc(C(=O)O)cc(C(=O)O)c1 ?
CHRM5 PAM: 3; CRFR2-BP ag: 3.8; TAAR1 agonist: 16; M4 PAM: -3; M5 ag: 5; CRFBP-R2 block: 10; TAAR1 antagonist: -3; CHO-K1 Ca PAM: 23; CHRM5 antagonist: -6

How did Cc1cc(S(=O)(=O)N2CCCC2)ccc1OCC(=O)NCc1ccco1 do in these assays?
CHRM5 PAM: 5; CRFR2-BP ag: -1.1; TAAR1 agonist: 6; M4 PAM: -3; M5 ag: -1; CRFBP-R2 block: -9; TAAR1 antagonist: -10; CHO-K1 Ca PAM: -3; CHRM5 antagonist: -4

How did COC(=O)[C@]12CCCCC=C1N(Cc1ccc(Cl)cc1Cl)C(=O)[C@H](CC(=O)NCCC(C)C)C2 do in these assays?
CHRM5 PAM: -11; TAAR1 agonist: 1; M4 PAM: -5; M5 ag: 0; TAAR1 antagonist: 46; CHO-K1 Ca PAM: 5; CHRM5 antagonist: 12

How did O=C(NCCCN1CCOCC1)c1cc(S(=O)(=O)N2CCOCC2)ccc1Cl do in these assays?
CHRM5 PAM: 6; CRFR2-BP ag: 1.1; TAAR1 agonist: 1; M4 PAM: 1; M5 ag: 2; CRFBP-R2 block: 10; TAAR1 antagonist: -9; CHO-K1 Ca PAM: 11; CHRM5 antagonist: -1

What do the screens show for `COc1ccc(C(=O)NCCS(=O)(=O)NCC2CCCO2)cc1` (stereo not drawn)?
CHRM5 PAM: 2; CRFR2-BP ag: 0.0; TAAR1 agonist: 0; M4 PAM: 5; M5 ag: -1; CRFBP-R2 block: 8; TAAR1 antagonist: -14; CHO-K1 Ca PAM: 8; CHRM5 antagonist: 6

What do the screens show for `O=C1C(Cl)=C(N2CCN(Cc3ccccc3)CC2)C(=O)N1c1ccccc1`?
CHRM5 PAM: -1; CRFR2-BP ag: 13; TAAR1 agonist: 9; M4 PAM: 1; M5 ag: -4; CRFBP-R2 block: 48; TAAR1 antagonist: -10; CHO-K1 Ca PAM: 31; CHRM5 antagonist: 1

What do the screens show for `CCN1CCN(c2ccc(NC(=O)CC3OC(=O)c4ccccc43)cc2C)CC1` (stereo not drawn)?
CHRM5 PAM: -3; CRFR2-BP ag: 3.4; TAAR1 agonist: 0; M4 PAM: 1; M5 ag: -3; CRFBP-R2 block: -4; TAAR1 antagonist: -6; CHO-K1 Ca PAM: -12; CHRM5 antagonist: 2

How did COc1ccc(N2CCN(C(=O)COC(=O)CNC(=O)c3cccc(OC(F)F)c3)CC2)cc1 do in these assays?
CHRM5 PAM: 1; CRFR2-BP ag: 3.2; TAAR1 agonist: 5; M4 PAM: 1; M5 ag: 4; CRFBP-R2 block: 6; TAAR1 antagonist: -9; CHO-K1 Ca PAM: 20; CHRM5 antagonist: -1

Results for Cc1ccc(S(=O)(=O)NC(C(=O)N2CCOCCOCCOCC2)C(C)C)cc1 (stereo not drawn) ?
CHRM5 PAM: 0; CRFR2-BP ag: -0.5; TAAR1 agonist: 8; M4 PAM: -5; M5 ag: -3; CRFBP-R2 block: -11; TAAR1 antagonist: -17; CHO-K1 Ca PAM: 13; CHRM5 antagonist: 13

How did CN1[C@@H](COCc2ccccc2)C=CS1(=O)=O do in these assays?
CHRM5 PAM: 2; TAAR1 agonist: 1; M4 PAM: 6; M5 ag: -1; TAAR1 antagonist: -16; CHO-K1 Ca PAM: 2; CHRM5 antagonist: 6

What do the screens show for `Cc1cccnc1NC(=O)C1CC(=O)N(c2ccc3c(c2)OCCO3)C1` (stereo not drawn)?
CHRM5 PAM: -3; CRFR2-BP ag: -0.5; TAAR1 agonist: 2; M4 PAM: 9; M5 ag: 3; CRFBP-R2 block: 3; TAAR1 antagonist: -9; CHO-K1 Ca PAM: -25; CHRM5 antagonist: 7

What do the screens show for `Cc1ccc(-c2nnc(OCc3nc4ccccc4n3C)c3ccccc23)cc1`?
CHRM5 PAM: 2; CRFR2-BP ag: -2.4; TAAR1 agonist: 6; M4 PAM: -7; M5 ag: -1; CRFBP-R2 block: 13; TAAR1 antagonist: -36; CHO-K1 Ca PAM: -1; CHRM5 antagonist: 9

How did Cc1cccc(OCCNS(=O)(=O)c2ccc(Cl)cc2)c1 do in these assays?
CHRM5 PAM: -3; CRFR2-BP ag: -0.2; TAAR1 agonist: -2; M4 PAM: 3; M5 ag: -1; CRFBP-R2 block: 1; TAAR1 antagonist: 18; CHO-K1 Ca PAM: 4; CHRM5 antagonist: 17

Results for CN(C[C@@H](Cc1cccc2ccccc12)N(C[C@H](Cc1ccccc1)N(CCc1ccccc1)N=O)N=O)N=O ?
CHRM5 PAM: 7; CRFR2-BP ag: 6.0; TAAR1 agonist: 51*; M4 PAM: 18; M5 ag: 3; CRFBP-R2 block: -7; TAAR1 antagonist: 8; CHO-K1 Ca PAM: 4; CHRM5 antagonist: -1

Results for CC(C)NC(=O)Nc1cccc2c1O[C@H](CN(C)S(=O)(=O)c1ccc(F)cc1)[C@@H](C)CN([C@H](C)CO)C2=O ?
CHRM5 PAM: -4; CRFR2-BP ag: 2.6; TAAR1 agonist: 3; M4 PAM: -4; M5 ag: 1; CRFBP-R2 block: -13; TAAR1 antagonist: 0; CHO-K1 Ca PAM: 10; CHRM5 antagonist: 8

Results for Cc1ccc(N2C(=O)c3ccc(C(=O)NCCN4CCOCC4)cc3C2=O)cc1 ?
CHRM5 PAM: 4; CRFR2-BP ag: -0.6; TAAR1 agonist: 8; M4 PAM: -8; M5 ag: -8; CRFBP-R2 block: -12; TAAR1 antagonist: 4; CHO-K1 Ca PAM: 17; CHRM5 antagonist: 6

Results for O=S(=O)(Nc1ncccn1)c1ccc(NC(=S)Nc2ccccc2Cl)cc1 ?
CHRM5 PAM: 3; CRFR2-BP ag: 0.7; TAAR1 agonist: 4; M4 PAM: -4; M5 ag: 3; CRFBP-R2 block: -12; TAAR1 antagonist: -22; CHO-K1 Ca PAM: 13; CHRM5 antagonist: -9

Results for CC(C)CN(C(=O)CCCSc1nc2ccccc2[nH]1)c1c(N)n(Cc2ccccc2)c(=O)[nH]c1=O ?
CHRM5 PAM: 3; CRFR2-BP ag: 0.5; TAAR1 agonist: 3; M4 PAM: 13; M5 ag: -4; CRFBP-R2 block: 0; TAAR1 antagonist: -6; CHO-K1 Ca PAM: 14; CHRM5 antagonist: -14

Results for COC(=O)[C@@H]1[C@@H](C)N(Cc2ccccc2)C(=O)N[C@H]1c1cccc(C(F)(F)F)c1 ?
CHRM5 PAM: 0; CRFR2-BP ag: -0.8; TAAR1 agonist: 9; M4 PAM: 7; M5 ag: 6; CRFBP-R2 block: 19; TAAR1 antagonist: -13; CHO-K1 Ca PAM: 18; CHRM5 antagonist: 6

How did COc1ccc(/C(C)=N\n2cnnc2)cc1 do in these assays?
CHRM5 PAM: 0; CRFR2-BP ag: -0.1; TAAR1 agonist: 5; M4 PAM: -3; M5 ag: -1; CRFBP-R2 block: 13; TAAR1 antagonist: -7; CHO-K1 Ca PAM: 12; CHRM5 antagonist: -2

In the list so far, two contain bromine.
What do the screens show for `COc1cccc(-c2cc(C(=O)N3CCN(S(=O)(=O)c4ccc(Br)cc4)CC3)[nH]n2)c1`?
CHRM5 PAM: -3; CRFR2-BP ag: 3.5; TAAR1 agonist: 7; M4 PAM: 0; M5 ag: -4; CRFBP-R2 block: 6; TAAR1 antagonist: 44; CHO-K1 Ca PAM: 11; CHRM5 antagonist: 18

How did CC(=O)CC1OC(=O)C(Br)=C1NCc1ccccc1 (stereo not drawn) do in these assays?
CHRM5 PAM: 4; CRFR2-BP ag: 6.4; TAAR1 agonist: 1; M4 PAM: 6; M5 ag: 2; CRFBP-R2 block: -4; TAAR1 antagonist: -3; CHO-K1 Ca PAM: 11; CHRM5 antagonist: -11
